FBW7 activator: activators of human E3 ligase FBW7; Q969H0; AlphaScreen FBW7–phospho-cyclin E peptide binding, activator screen; normalized activity (activation), % at 26.1 µM; 650,000 tested, 0.13% active; in the data active = normalized activity above about 1.9%;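 also: purified mutant Fbw7 with reduced substrate affinity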
MITF inh: human MITF inhibition, primary screen. O75030. AlphaScreen MITF homodimerization, bead proximity signal. inhibition, % at 2.6 µM. 650,000 tested, 0.91% active. AID 1259374; in the data active = inhibition above about 50%;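 also: 0% = vehicle wells with protein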
Target sequence (O75030 whole entry, looked up): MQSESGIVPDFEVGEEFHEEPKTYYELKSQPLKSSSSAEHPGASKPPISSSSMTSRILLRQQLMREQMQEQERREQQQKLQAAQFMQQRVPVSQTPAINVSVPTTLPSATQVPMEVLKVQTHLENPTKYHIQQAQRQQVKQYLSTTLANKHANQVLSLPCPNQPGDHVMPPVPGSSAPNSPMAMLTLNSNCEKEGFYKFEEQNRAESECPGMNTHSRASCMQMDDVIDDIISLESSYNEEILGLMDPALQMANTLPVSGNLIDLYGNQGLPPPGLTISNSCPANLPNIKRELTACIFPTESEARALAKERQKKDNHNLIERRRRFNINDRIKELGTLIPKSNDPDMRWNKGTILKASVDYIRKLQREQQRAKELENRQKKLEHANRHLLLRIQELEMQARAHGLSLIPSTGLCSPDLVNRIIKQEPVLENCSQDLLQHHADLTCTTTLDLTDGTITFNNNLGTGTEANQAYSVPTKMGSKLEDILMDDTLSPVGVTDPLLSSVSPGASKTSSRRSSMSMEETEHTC
GPR151 ag: activators of human GPR151; 650,000 tested, 1% active; activation, % at 11.2 µM; PathHunter beta-arrestin GPR151 cells, luminescence; Q8TDV0; in the data active = activation above about 4.9%;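 also: 0% = median of compound wells and 100% = cells with positive control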
Target sequence (Q8TDV0 whole entry, looked up): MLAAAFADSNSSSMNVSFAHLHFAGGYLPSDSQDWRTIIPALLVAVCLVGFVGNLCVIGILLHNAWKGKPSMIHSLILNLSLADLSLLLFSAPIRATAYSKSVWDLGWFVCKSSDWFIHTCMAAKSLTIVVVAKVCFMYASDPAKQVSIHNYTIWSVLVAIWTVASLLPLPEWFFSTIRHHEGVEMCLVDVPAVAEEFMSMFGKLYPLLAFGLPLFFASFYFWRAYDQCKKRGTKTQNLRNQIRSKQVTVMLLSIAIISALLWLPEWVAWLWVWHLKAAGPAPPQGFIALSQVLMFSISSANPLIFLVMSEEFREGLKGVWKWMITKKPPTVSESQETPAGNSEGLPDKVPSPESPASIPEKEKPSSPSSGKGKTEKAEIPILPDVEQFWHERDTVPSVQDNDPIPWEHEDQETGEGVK
TEAD-YAP block: TEAD-YAP interaction inhibition; inhibition, % at 9.12 µM; HEK-TIYL cells, TEAD-Gal4/YAP UAS-luciferase luminescence; AID 1259422; 640,000 tested, 1.4% active; in the data active = inhibition above about 32%;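 also: 0% = median of test compound wells and 100% = reference inhibitor wells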
Active calls of the source: *; & = joins results of further samples.

SMILES	FBW7 activator	MITF inh	GPR151 ag	TEAD-YAP block
NC(=O)c1ccccc1NCc1ccc(Cl)cc1	0.0	10	-0.3	-53
COc1ccc(N2C(=O)NC(=O)/C(=C/c3ccccc3)C2=O)cc1	-0.1	-7	-0.6	-2
CC(=O)c1nnn(-c2ccc(F)cc2)c1NCc1ccco1	-0.1	13	1.2	-30
COc1cc(SC)ccc1C(=O)NCC1CCCO1 (centres undefined)	0.0	16	-1.0	-32
Cc1ccc2c(c1)nnn2C1CCN(CC(=O)Nc2ccc3c(c2)OCCO3)CC1	-0.1	-12	0.0	7
CC(C)NC(=O)c1ccccc1NS(=O)(=O)c1cccc([N+](=O)[O-])c1	-0.3	3	-0.3	2
O=C(/C=C/Nc1ccc(Br)cc1F)c1ccco1	0.1	-7	-1.7	43*
CCOc1ccc(C(NC(=O)c2ccc(F)cc2)c2ccc(OC)c(OC)c2)cc1 (centres undefined)	0.2	1	-0.2	-9
O=C(COC(=O)c1cnc(Cl)c(Cl)c1)COC(=O)c1cnc(Cl)c(Cl)c1	0.1	15	-2.2	15
COc1ccc(NC(=O)CSc2cn(CCNC(=O)c3ccc(F)cc3)c3ccccc23)cc1	0.0	8	0.1	10
Cc1cccc(CN2CCc3nnc(CNC(=O)C4CCC(=O)N4)n3CC2)c1 (centres undefined)	0.0	-5	-1.2	-14
COCCNC(=O)/C(C#N)=C/c1c(Oc2ccc(F)cc2)nc2c(C)cccn2c1=O	0.3	6	-0.5	5
CCOC(=O)C(C#N)c1nc(C)nc2c1nnn2Cc1c(F)cccc1Cl (centres undefined)	0.0	-3	0.7	3
O=C(CN1CCN(c2ccc(Cl)cc2)CC1)Nc1ccc(Br)cc1	-0.2	1	0.3	6
CC1CC(Nc2ncnc3c2c(-c2ccccc2)cn3-c2ccc(Br)cc2)CC(C)(C)C1 (centres undefined)	0.2	8	-2.5	1
CCC(C)c1ccccc1NC(=S)NC(C)=O (centres undefined)	0.3	6	31*	11
CCCOc1ccc(S(=O)(=O)N2CC(C)CC(C)C2)cc1 (centres undefined)	0.3	-6	-0.3	10
COc1ccccc1-n1cc(CN2CCN3C(=O)[C@H](C)N(C)C(=O)[C@H]3C2)cn1	0.0	2	2.3	-3
O=C(CCc1nc2ccccc2s1)NNC(=O)CCN1CCN(c2ccccc2)CC1	-0.1	-2	0.8	0
Cc1cccc(NS(=O)(=O)c2ccc3[nH]c(=O)[nH]c3c2)c1	0.0	-1	4.6	8
COCCNc1oc2c(c1-c1cc(OC)c(OC)c(OC)c1)c(=O)oc1ccccc12	0.3	5	2.1	14
Cc1nnc(NC(=O)CSc2nnc(C)n2Cc2ccco2)s1	-0.1	1	-0.2	1
O=C(CN1Cc2ccccc2OC(c2ccsc2)C1)NCCCn1nnc2ccccc21 (centres undefined)	0.0	10	-0.9	-2
CCOc1cc(/C=N/NC(=O)CC2C(=O)NN=C2C)ccc1O (centres undefined)	0.0	-10	0.0	2
Cc1ccc(F)cc1NC(=O)Nc1ccc(Cl)cc1	0.0	-10	4.4	7
CCCCn1c(SCc2cc(=O)n3cc(Cl)ccc3n2)nc2ccsc2c1=O	0.1	4	-1.7	0
CCCn1cc(SCC(=O)Nc2sc3c(c2C(=O)OCC)CCC3)c2ccccc21	-0.2	8	0.6	-3
O=c1[nH]c2nc(-c3ccccc3CO)cnc2n1Cc1cccnc1	0.0	17	-1.1	17
CC(=O)N1CCN(c2nc3nonc3nc2NCc2ccccc2)CC1	-0.1	-7	2.3	-7
CCc1c(C)c(C#N)c2nc3ccccc3n2c1NCCOC	0.4	14	-1.9	-1
CCOc1ccccc1N/C(SCc1ccc(C)cc1C)=C(/C#N)C(=O)NCc1ccccc1	0.6	8	-0.7	3
N#C/C(=C\c1ccc(Cl)cc1Cl)c1nc(-c2cc3c(ccc4ccccc43)oc2=O)cs1	0.0	9	-1.0	6
COC(=O)c1ccccc1NC(=O)CCCCC(=O)Nc1ccccc1C(=O)OC	-0.1	2	2.8	5
Cn1cnnc1SCc1ccc(-c2ccc(Br)cc2)o1	0.0	2	0.0	-20
NC(=O)c1c(NC(=O)CCOc2ccccc2)sc2c1CCCC2	0.2	-4	2.0	-31
COCCOC(=O)C1=C(C)NC2=C(C(=O)CC(c3cccs3)C2)C1c1ccccc1F (centres undefined)	0.3&0.1	8&-9	-0.8&0.2	15&24
Cc1nnc(-c2cc3ccccc3n2CC(=O)Nc2cccc(C)c2C)o1	0.1	14	-0.3	4
O=C(Nc1nc(-c2ccc(Br)cc2)cs1)c1ccc(Cl)cc1	-0.1	-9	1.2	0
O=C(CSc1nnc(-c2ccncc2)n1-c1ccc(Cl)cc1)Nc1cccc(O)c1	0.0	12	-0.9	-9
CCCOC(=O)c1ccc(NC(=O)C2CCC(C)CC2)cc1 (centres undefined)	0.3	15	-1.8	-3
COc1ccc2oc(C(=O)OCC(=O)NC(C)(C)C)c(C)c2c1	0.4	19	0.3	-9
CCOC(=O)C1(Cc2ccc(OC)cc2)CCN(C(=O)c2scc3c2OCCO3)CC1	-0.1	2	-2.3	-11
Cc1ccc(S(=O)(=O)NC(C)(C)C)cc1[N+](=O)[O-]	0.0	1	2.0	1
CCS(=O)(=O)N1CCC(c2nc(-c3ccc(C(F)(F)F)cc3)no2)CC1	0.9	-3	-1.6	9
FC(F)(F)c1cccc(-n2cc(-c3ccccc3)c3c(N4CCC(Cc5ccccc5)CC4)ncnc32)c1	0.0	-14	-0.3	5
CCc1nnc(NC(=O)C2(NC(=O)Nc3cccc(F)c3)CCCCC2)s1	0.9	13	-0.7	7
CCOc1ccc(C2C(C(=O)Nc3ccc4c(c3)OCCO4)c3ccccc3C(=O)N2CCN2CCOCC2)cc1 (centres undefined)	0.0	2	0.0	14
CN(C)c1ccc(/C=N\Nc2nc(-c3cccc([N+](=O)[O-])c3)cs2)cc1	0.1	-4	-0.2	2
COCCNc1ccc([N+](=O)[O-])cc1C(=O)N(C)C1CCCCC1	0.1	12	-2.7	-13
COc1ccc(C(CC(=O)O)c2ccc3c(c2)OCO3)cc1 (centres undefined)	0.0	1	1.2	0
C=CCn1c(CSc2nc3ccccc3s2)nnc1SCC(=O)NCc1cccnc1	-0.3	-8	-1.5	-8
O=C(CN1C(=O)C(=O)N(Cc2ccccc2)C1=O)NC1CCCC1	0.2	-6	-0.2	-3
CCOC(=O)c1c(/N=C/C2C(=O)CC(C)(C)CC2=O)sc(C)c1C	0.2	15	-0.7	-2
O=C(NCc1ccccc1)c1cccc(OC2CCN(C(=O)C3CCCC3)CC2)c1	0.1	-2	0.4	-39
Cc1cc(=O)n2[nH]c(-c3cccc(Br)c3)cc2n1	0.1	-4	0.3	-49
Cc1ccc(C2CC(c3ccc(Br)cc3)=NN2S(C)(=O)=O)cc1 (centres undefined)	-0.1	9	0.0	-52
COc1ccc(C)cc1S(=O)(=O)N1CCCC(c2nnc(C)s2)C1 (centres undefined)	-0.3	2	-0.8	-4
CCOC(=O)C1=C(c2ccccc2)NC(=S)NC1c1ccc(C#N)cc1 (centres undefined)	-0.5	1	0.0	2
O=C(Nc1cccc(N2CCC(N[C@H]3CCCCNC3=O)CC2)c1)c1ccncc1	-0.1	4	0.0	8
CCOc1cccc(OCCOCCOc2ccc(F)cc2)c1	0.2	-11	0.1	14

Rewritten with values under each structure: entries from further up.
Below each SMILES – FBW7 activator, MITF inh, GPR151 ag, TEAD-YAP block
CCS(=O)(=O)N1CCC(c2nc(-c3ccc(C(F)(F)F)cc3)no2)CC1
→ 0.9, -3, -1.6, 9
FC(F)(F)c1cccc(-n2cc(-c3ccccc3)c3c(N4CCC(Cc5ccccc5)CC4)ncnc32)c1
→ 0.0, -14, -0.3, 5
CCc1nnc(NC(=O)C2(NC(=O)Nc3cccc(F)c3)CCCCC2)s1
→ 0.9, 13, -0.7, 7
CCOc1ccc(C2C(C(=O)Nc3ccc4c(c3)OCCO4)c3ccccc3C(=O)N2CCN2CCOCC2)cc1 (centres undefined)
→ 0.0, 2, 0.0, 14
CN(C)c1ccc(/C=N\Nc2nc(-c3cccc([N+](=O)[O-])c3)cs2)cc1
→ 0.1, -4, -0.2, 2
COCCNc1ccc([N+](=O)[O-])cc1C(=O)N(C)C1CCCCC1
→ 0.1, 12, -2.7, -13
COc1ccc(C(CC(=O)O)c2ccc3c(c2)OCO3)cc1 (centres undefined)
→ 0.0, 1, 1.2, 0
C=CCn1c(CSc2nc3ccccc3s2)nnc1SCC(=O)NCc1cccnc1
→ -0.3, -8, -1.5, -8
O=C(CN1C(=O)C(=O)N(Cc2ccccc2)C1=O)NC1CCCC1
→ 0.2, -6, -0.2, -3
CCOC(=O)c1c(/N=C/C2C(=O)CC(C)(C)CC2=O)sc(C)c1C
→ 0.2, 15, -0.7, -2
O=C(NCc1ccccc1)c1cccc(OC2CCN(C(=O)C3CCCC3)CC2)c1
→ 0.1, -2, 0.4, -39
Cc1cc(=O)n2[nH]c(-c3cccc(Br)c3)cc2n1
→ 0.1, -4, 0.3, -49
Cc1ccc(C2CC(c3ccc(Br)cc3)=NN2S(C)(=O)=O)cc1 (centres undefined)
→ -0.1, 9, 0.0, -52
COc1ccc(C)cc1S(=O)(=O)N1CCCC(c2nnc(C)s2)C1 (centres undefined)
→ -0.3, 2, -0.8, -4

The list goes on.
SMILES	FBW7 activator	MITF inh	GPR151 ag	TEAD-YAP block
Clc1cccc(Cn2ncc3ccccc32)c1	0.0	6	0.7	5
O=C(NCc1ccc2c(c1)OCO2)c1cc(COc2cccc(C(F)(F)F)c2)on1	0.1	9	-0.6	4
CC1CCCCN1C(=O)C1CC(c2ccc(F)cc2)=NO1 (centres undefined)	-0.2	5	-0.3	-60
NNC(=S)Nc1ccc(SC(F)F)cc1	0.1	3	2.6	-9
O=S(=O)(/N=C(\Nc1cccnc1)c1ccccc1)c1ccc(F)cc1F	0.1	17	0.6	-4
NC(=O)c1c(NC(=O)/C=C/c2cccs2)sc2c1CCCCC2	0.1	5	-1.5	-66
COc1ccc(-c2ccc(/C=C3/C(=N)N4C=CSC4=NC3=O)o2)c([N+](=O)[O-])c1	-0.2	3	0.0	7
Cc1ccc(-c2cnc3ccc(NCCc4cccnc4)nn23)cc1C	-0.3	-7	-0.3	8
COc1ccc(-c2csc(/C(C#N)=C(\O)CN3C(=O)c4ccccc4C3=O)n2)cc1OC	-0.1	-3	0.3	-9
Cc1c(C(N)=O)sc2nc(-c3ccccc3)cn12	0.0	10	1.2	-35
COc1ccc2c(c1)c(=O)oc1cc(OCc3cc(C(=O)O)oc3C)ccc12	-0.1	1	2.5	9
O=C(CSc1nc2c(sc(=S)n2Cc2ccco2)c(=O)n1-c1ccccc1)N1CCN(c2ccccc2)CC1	0.0	-4	-1.2	5
CCN(CC)CC#CC(C)(OC(C)=O)C(C)C (centres undefined)	-0.1	-1	0.7	-11
CCCn1c(CCNC(=O)Cc2ccccc2)nc2ccccc21	0.3	14	0.2	-5
COc1ccc(/C=C/C(=O)Nc2scc(-c3ccc(Br)cc3)c2C(=O)O)cc1	0.0	-4	-0.7	62*
N#Cc1c(C(F)(F)F)cc(-c2cccs2)nc1SCC(=O)O	-0.1	6	-0.4	9
CCOCCCNC(=O)c1ccc2c(Cl)c3c(nc2c1)CCCC3	-0.3	-13	0.5	-36
CC(Oc1cc(F)ccc1[N+](=O)[O-])C(=O)Nc1ccccc1C#N (centres undefined)	0.0	-1	-1.4	-10
O=C(Cn1ccn(-c2cccc(Cl)c2)c(=O)c1=O)Nc1ccccc1	-0.1	-6	-0.9	-3
CN(Cc1ccco1)C(=O)CC1(c2cccc(F)c2)CC(=O)N(C)C1=O (centres undefined)	-0.2	-13	-1.2	-50
c1ccc(-c2cc(NCc3nc4ccccc4[nH]3)ncn2)cc1	-0.1	-4	1.0	2
COC(=O)c1cc(Nc2cc(C)ccc2OC)c2cccc(F)c2n1	0.2	12	0.6	11
CCOC(=O)C1=C(C)N=C2SCC(=O)N2C1c1ccc(O)c(OCC)c1 (centres undefined)	0.0	-1	0.7	-3
CCOC(=O)c1nn(-c2cccc(C)c2)cc1C(=O)c1ccccc1	-0.1	-9	0.5	-55
C/C(=N\NC(=O)CC#N)c1ccc([N+](=O)[O-])cc1	0.1	12	0.4	18
COc1ccc(C(=O)Nc2ccc(C(=O)N3CCCCC3)cc2)cc1OC	-0.1	-9	-5.6	-16
O=C(COC(=O)c1ccc(Br)o1)c1ccc(OC(F)F)cc1	0.2	8	0.2	9
CSc1ccc(CCN2CNc3c(c(=O)n(C)c(=O)n3C)C2)cc1	-0.1	-2	0.8	2
CC1CCC2C(=O)N(c3cccc(C(=O)OCC(=O)c4ccccc4)c3)C(=O)C2C1 (centres undefined)	0.6	9	-0.9	-6
O=C(c1ccccc1)N1CCc2nc3ccccn3c(=O)c2C1	0.4	12	-1.0	-5
Cc1cnc(C(=O)OCC(=O)c2cc(C)n(Cc3ccccc3Cl)c2C)cn1	-0.1	-14	0.6	-6
COc1ccccc1N(CC(=O)Nc1ccc(Oc2ccccc2)cc1)S(C)(=O)=O	0.1	9	-0.5	-6
CCc1ccc(-c2nn(-c3cc(N4CCN(C)CC4)ccc3[N+](=O)[O-])c(=O)c3ccccc23)cc1	0.0	11	-0.1	-6
COCCN(CC(=O)NCc1ccccc1)C(=O)CCC(=O)Nc1nccs1	-0.2	10	-1.3	-10
O=C(CN1CC(=O)Nc2ccccc21)Nc1ccccc1C(=O)Nc1ccccc1	-0.2	0	-1.7	20
CN(C)CCNc1nc2c(c(=O)n(C)c(=O)n2C)n1Cc1c(F)cccc1Cl	0.0	-4	2.3	7
COc1ccc(CCNC(=O)c2cc(N3CCOCC3)nc3ccccc23)cc1	0.3	12	0.2	-3
Cc1ccc(C2C3C(=O)NC(=O)C3ON2c2ccccc2)cc1 (centres undefined)	0.4	1	0.9	-16
CC1=NN(c2ccc(C)c(Cl)c2)C(=O)/C1=C\c1cc([N+](=O)[O-])ccc1N(C)C	-0.4	23	0.0	3

Screening results (PubChem)

Rows are unselected; overall some 3.5% were active at least once.
